# Shiga inhibitor – blocks Shiga toxin action in Vero cells; Vero cells, Shiga toxin protein synthesis inhibition reporter; actives 9.2% (n = 290,000); AID 2315; inhibition, % at 38.7 µM; in the data active = inhibition mostly above about 28%, no sharp cut-off; inactive = mostly below about 43%; note: 0% is about no effect
# AmpC no deterg – AmpC beta-lactamase inhibition without detergent. P00811. AmpC nitrocefin hydrolysis, absorbance 480 nm, 0.0001% Triton. Potency, µM (highest dose often 57.1 µM), inactives show top-dose activity change, negative = inhibition, hits mostly inhibitors. actives 0.52% (n = 330,000);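 note: potency is the fitted concentration of half-maximal effect; plate controls were no compound for no effect and no enzyme for full effect; nearly all actives have a fitted effect of over 20% in size; some results filed as inactive show a strong effect at the top dose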
# Target sequence (P00811 whole entry, looked up): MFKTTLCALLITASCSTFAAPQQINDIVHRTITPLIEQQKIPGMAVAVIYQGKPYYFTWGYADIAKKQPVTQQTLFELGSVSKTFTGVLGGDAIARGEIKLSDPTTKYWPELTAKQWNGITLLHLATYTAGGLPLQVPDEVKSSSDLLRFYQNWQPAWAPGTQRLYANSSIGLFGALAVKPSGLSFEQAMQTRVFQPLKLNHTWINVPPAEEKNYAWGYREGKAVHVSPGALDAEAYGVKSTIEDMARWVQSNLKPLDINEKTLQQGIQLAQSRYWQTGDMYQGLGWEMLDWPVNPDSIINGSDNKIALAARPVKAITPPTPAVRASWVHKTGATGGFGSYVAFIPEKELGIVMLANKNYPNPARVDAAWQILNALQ
#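 AmpC (5.3 nM in the dispensed reagent) in 20 mM phosphate pH 7.0 with 0.01% (detergent screen) or 0.0001% Triton X-100 was preincubated with compounds for 15 min at room temperature. Nitrocefin was then added from an 800 uM solution, and hydrolysis was followed at 480 nm.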
# FBPA Giardia inh – Giardia lamblia aldolase inhibition; A8B2U2; purified Giardia FBPA; Potency, µM (series often up to 59.6 µM), for the others: at the top dose activity, negative = inhibition, most hits filed as inhibitors; actives 0.71% (n = 290,000); AID 2451; note: potency is the fitted concentration of half-maximal effect; % is set by controls: 0 for no effect and ±100 for the full control effect; nearly all actives have a fitted effect of over 55% in size
# Target sequence (A8B2U2 whole entry, looked up): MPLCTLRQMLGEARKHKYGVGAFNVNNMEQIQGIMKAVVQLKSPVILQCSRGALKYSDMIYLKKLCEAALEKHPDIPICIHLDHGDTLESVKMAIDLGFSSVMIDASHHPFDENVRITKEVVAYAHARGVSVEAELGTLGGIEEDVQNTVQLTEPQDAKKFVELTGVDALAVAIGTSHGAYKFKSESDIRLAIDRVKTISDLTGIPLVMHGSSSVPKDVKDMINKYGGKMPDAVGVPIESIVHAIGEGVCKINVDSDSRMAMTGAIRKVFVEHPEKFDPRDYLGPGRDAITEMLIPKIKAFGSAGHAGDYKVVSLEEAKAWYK
#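 Giardia FBPA (40 nM reagent) was preincubated 10 min at RT with compound (up to 57.5 uM final), then substrate plus GAPDH/TPI/NAD/arsenate coupling system with diaphorase/resazurin was added; resorufin fluorescence (525/598 nm) was read after 20 min.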
# HCMV inh – inhibitors of human cytomegalovirus. activity change, negative = inhibition, % at 57.5 µM. HFF cells, HCMV-luciferase reporter, 72 h; hits give low values. actives 4.5% (n = 410,000); in the data active = activity change below about -60%; inconclusive = no clear call, values can overlap the other calls; inactive = above about -39%; note: % is set by controls: 0 for no effect and ±100 for the full control effect
#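 After 16 h attachment at 37C, HFF cells received test compound and HCMV-luciferase (1 PFU/cell); reporter luminescence read 72 h later, data normalized against buffer-only and known inhibitor Salinomycin.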
# AMA1 RON2 block – disrupts binding of P. falciparum AMA1 to RON2; actives 0.2% (n = 360,000); AID 720542; AlphaScreen AMA1-biotinylated RON2 peptide binding; Potency, µM (doses to about 58.2 µM), without a hit: top-dose activity change, negative = inhibition, usual class: inhibitors;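 note: potency is the fitted concentration of half-maximal effect; 0% = vehicle wells and -100% = peptide control; nearly all actives have a fitted effect of over 45% in size; some results filed as inactive show a strong effect at the top dose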
#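 AMA1 (3D7) with his tag at 25 nM final met compounds first, then biotinylated RON2 peptide at 25 nM; detection used donor plus acceptor beads, 10 µg/mL apiece, read by AlphaScreen after 30 min at room temperature.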
# Cycloheximide cs – counter-screen for Shiga toxin inhibitors: cycloheximide protein synthesis inhibition | cell reporter, cycloheximide protein synthesis inhibition counterscreen | max response, % | actives 12% (n = 300,000) | AID 2314; in the data active = max response mostly above about 13%, no sharp cut-off; inactive = mostly below about 14%; note: read at 38.3 µM for the half of the compounds with a filed dose; 0% is about no effect
# AmpC detergent – blocks E. coli AmpC beta-lactamase in detergent assay. P00811. AmpC hydrolysis of nitrocefin, absorbance 480 nm, 0.01% Triton. Potency, µM (series often up to 114 µM), for inactives: at the top dose activity change, negative = inhibition, most hits filed as inhibitors. actives 0.041% (n = 370,000);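 note: potency is the fitted concentration of half-maximal effect; 0% = no-compound wells and -100% = no-enzyme wells; nearly all actives have a fitted effect of over 25% in size; some results filed as inactive show a strong effect at the top dose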
#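 20 mM phosphate pH 7.0 + 0.01% (detergent screen) or 0.0001% Triton X-100; 5.3 nM AmpC reagent; cpd preinc 15 min RT; nitrocefin (800 uM stock) to start; A480 q20 s × 4 min; Activity was normalised to no-enzyme and no-compound control wells.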
# Active calls of the source: *; ? = inconclusive; / = not tested or not shown; & = joins results of further samples; [ ] = dose if it differs, or a comment. Unless noted, calls come from the whole dose curve; as a rule, active = well fitted curve in the direction sought with a large enough effect; inconclusive = small, poorly fitted or top-dose-only effect, or another doubt; inactive = no such curve, though single readings can be large; an effect the other way counts as inactive or inconclusive. Not a hit list; overall some 16% were active at least once.
SMILES,Shiga inhibitor,AmpC no deterg,FBPA Giardia inh,HCMV inh,AMA1 RON2 block,Cycloheximide cs,AmpC detergent
CCOc1ccc(N(Cc2ccc(C(=O)O)cc2)S(=O)(=O)c2ccc(C)cc2)cc1,-13,-30%,5%,-10,7%,-2,-10%
O=C(Cn1cc(C(=O)c2ccccc2F)c2ccccc21)NCc1ccco1,-10,7%,3%,35,16%,12,-4%
Cc1c2c(nc3c(C(=O)NC4CC4)cnn13)CCCC2,113*,-2%,1%,27,9%,35*,2%
Cc1cc(/C=C2\C(=O)NC(=O)N(c3ccccc3F)C2=O)c(C)n1-c1cc(C(=O)O)cc(C(=O)O)c1,-3,-19%,-8%,6,0%,1,0%
CC(=O)Nc1ccc(NC(=O)CSc2nnc(-c3ccc4c(c3)OCO4)o2)cc1,/,-15%,/,0,7%,/,/
Cc1cc(NC(=O)c2ccccc2)n(-c2nc3ccccc3[nH]2)n1,-3,-28%[11.4 µM],-22%,17,73%[activator],16,?
CC(C)CCOCC(O)CCC(=O)NNC(=S)Nc1ccccc1 (stereo not given),-3,-28%,8%,-6,106%[activator],6,-6%
O=C(Nc1ccc([N+](=O)[O-])cc1)Nc1ccon1,-5,-22%,/,-86*,-2%,-1,-5%
CCN(c1ccccc1)S(=O)(=O)c1cc2c3c(c1)C(C)C(=O)N3CCC2 (stereo not given),-9,31%,4%,61,-8%,1,0%
NNC(=O)CNc1cccc(Br)c1,-5,-20%,-2%,-31,48%[activator],-7,1%
COc1cccc(CN(C)C(=O)C23CC4CC(CC(C4)C2)C3)c1,2,10%,5%,2,-4%,-3,-13%
O=C(CSc1ccc([N+](=O)[O-])cc1)Nc1cccc(S(=O)(=O)Nc2ccccc2F)c1,2,?,1%,1,-22%,1,-1%
Cc1ccccc1NC(=O)Cn1c(=O)n(C)c2ccccc21,10,-12%,4%,11,16%,-3,-12%
COc1ccc(C2=NN(CCC(=O)NCc3ccc4c(c3)OCO4)C(=O)CC2)cc1,2,-1%,4%,28,-3%,8,-4%
O=C(Nc1ccccc1C(=O)O)c1cccc(NC(=O)c2ccco2)c1,14,-20%,-8%,10,-9%,-2,3%
COc1ccccc1NC(=S)N1CCN(C(=O)C2CCCO2)CC1 (stereo not given),-2,-11%,0%,-33,-4%,1,-3%
COc1ccc(Cc2c(O)nc(SCC(=O)c3ccc(OC)cc3)[nH]c2=O)cc1,-11,-32%,17%,?,13%,-10,3%
Cc1cccc(Cc2nnc(CCC(=O)N(C)C3CCOC3)o2)c1 (stereo not given),71*,4%,3%,-70*,-10%,27*,-8%
CC(C)CCNC(=O)CN(Cc1ccc2c(c1)OCO2)C(=O)CCC(=O)Nc1ccccn1,25,1%,11%,-4,-4%,-2,?
Cc1ccc(NC(=O)Cn2c(CCC(=O)O)ccc2-c2cccs2)cc1,-10,-54%,22%,1&-2,10%,-3,?
CCOC(=O)NC1(C(F)(F)F)N=C(c2ccccc2)NC1=O (stereo not given),-10,-9%,-3%,12,7%,-5,-10%
CCOC(=O)c1ccc(NC(=O)CNC(=O)c2ccccc2)cc1,-11,-1%,5%,25,25%,-2,-2%
Fc1cccc(C2CC(c3cccc(Br)c3)Nc3nnnn32)c1 (stereo not given),-2,-8%,-20%,-1,-11%,-1,3%
c1ccc2c(CCNC3=NCCC3)c[nH]c2c1,17,-12%,-17%,31,-2%,0,-3%
Cc1cc(C)n(C(C)CNS(=O)(=O)c2ccc(Cl)cc2)n1 (stereo not given),-5,-1%,5%,17,1%,4,-3%
# Other compounds
SMILES,Shiga inhibitor,AmpC no deterg,FBPA Giardia inh,HCMV inh,AMA1 RON2 block,Cycloheximide cs,AmpC detergent
Cc1ccc(C(O)C(=O)c2ccco2)cc1 (stereo not given),/,-27%,/,21,3%,/,?
Cc1ccc(N2CCN(/N=C/c3c(C)nn(-c4ccccc4)c3Cl)CC2)cc1,15,-20%,6%,13,5%,-2,-4%
O=C(Cc1ccc2c(c1)OCCO2)Nc1cc(C(F)(F)F)ccc1N1CCOCC1,/,75%[activator],/,-31,1%,/,-17%
COc1ccc(NCc2nnc(SCC(=O)Nc3cccc(C)c3)o2)cc1,-3,-29%,5%,32,10%,-2,?
Cc1[nH]nc2oc(=O)c(CCO)c(C)c12,13,-2%,-7%,18,-1%,-1,-3%
C=CCNC(=S)Nc1ccccc1-c1nnc2n1CCCCC2,-18,-4%,13µM*,-26,9%,-3,-9%
Cc1ccc(-c2nc(=S)c3c(n2CCN2CCOCC2)CC(C)(C)OC3)cc1,-4,-24%,-11%,36,5%,-3,1%
CCCOC(=O)Nc1nc(-c2ccc(C)cc2)c(C)s1,65*,-30%,11%,?,-16%,27*,2%
COc1ccc(NC(=O)c2ccc(Cn3cc(Cl)cn3)cc2)cc1,-4,5%,-1%,24,11%,-5,-1%
O=C(Nc1ncc(S(=O)(=O)c2ccc([N+](=O)[O-])cc2)s1)c1ccccc1F,4,-29%,3%,-15,3%,8,5%
CCCN(CCC)C(=O)c1ccc2c(c1)N(CC)C(=O)c1ccccc1S2(=O)=O,-8,35%,4%,-22,4%,-5,-7%
CN1CCN(C(=O)/C=C/c2ccccc2)CC1,-6,-7%,-2%,-4,6%,-4,0%
COc1ccc(C2CC(=O)C(C=NCC(C)C)=C(O)C2)cc1 (stereo not given),-4,-9%,6%,-22,0%,-2,-18%
C=C1CCN([C@H](C(=O)NCc2ccc(OC)cc2)C(C)C)S(=O)(=O)c2ccccc21,-3,-13%,-3%,11,5%,3,-7%
COc1ccc(C2C(C#N)=C(N)N(Nc3ccccc3)C3=C2C(=O)CC(C)(C)C3)cc1C (stereo not given),-6,-41%,-8%,-36,19%,-5,-8%
CCn1c(Cc2ccc(OC)cc2)nnc1SCC(=O)Nc1nc2ccccc2s1,-7,-15%,2%,10,11%,-2,3%
Cc1ccc(S(=O)(=O)N2CCC(c3nnc(SCCN4CCCC4)n3C)CC2)cc1,-1,-6%,-15%,-14,-9%,-9,-9%
Cc1ccc(C(=O)Nc2ccc(C(=O)N3CCCCC3C)cc2)cc1 (stereo not given),12,10%,3%,?,13%,6,0%
Cc1ccccc1Cn1nc(C)c(NC(=O)c2noc3c2CC(C(C)(C)C)CC3)c1C (stereo not given),-3,111%[activator],-4%,?,-11%,-3,-2%
CCN(CC(=O)Nc1ccc(NC(C)=O)cc1)C(=O)c1cccc(S(=O)(=O)N2c3ccccc3CC2C)c1 (stereo not given),/,28%,/,-7,-4%,/,-13%
COCCN(C(=O)c1ccc(N2CCCC2=O)cc1)c1c(N)n(CC(C)C)c(=O)[nH]c1=O,/,-18%,/,?,-9%[11.6 µM],/,?
OCC1CCCN(C2CCN(Cc3nc(Cc4cccc(C(F)(F)F)c4)no3)CC2)C1 (stereo not given),-9,-3%,1%,-10,5%,-3,-3%
CC(Oc1ccc(F)cc1)C(=O)Nc1ccc(N2CCOCC2)cc1N1CCOCC1 (stereo not given),/,109%[activator],/,-27,-3%,/,?
Cc1ccc(CNS(=O)(=O)c2ccc([N+](=O)[O-])cc2)cc1,/,-13%,-16%,5,12%,3,-2%
COc1ccc(CCNC(=O)CN2CCCc3ccccc32)cc1OC,26,87%[activator],?,18,-10%,12,-2%

# In a second layout: entries from further up.
Compound	Shiga inhibitor	AmpC no deterg	FBPA Giardia inh	HCMV inh	AMA1 RON2 block	Cycloheximide cs	AmpC detergent
COCCN(C(=O)c1ccc(N2CCCC2=O)cc1)c1c(N)n(CC(C)C)c(=O)[nH]c1=O	/	-18%	/	?	-9%[11.6 µM]	/	?
CCN(CC(=O)Nc1ccc(NC(C)=O)cc1)C(=O)c1cccc(S(=O)(=O)N2c3ccccc3CC2C)c1 (stereo not given)	/	28%	/	-7	-4%	/	-13%
C=C1CCN([C@H](C(=O)NCc2ccc(OC)cc2)C(C)C)S(=O)(=O)c2ccccc21	-3	-13%	-3%	11	5%	3	-7%
OCC1CCCN(C2CCN(Cc3nc(Cc4cccc(C(F)(F)F)c4)no3)CC2)C1 (stereo not given)	-9	-3%	1%	-10	5%	-3	-3%
Cc1ccc(-c2nc(=S)c3c(n2CCN2CCOCC2)CC(C)(C)OC3)cc1	-4	-24%	-11%	36	5%	-3	1%

# Next section:
SMILES,Shiga inhibitor,AmpC no deterg,FBPA Giardia inh,HCMV inh,AMA1 RON2 block,Cycloheximide cs,AmpC detergent
CC(NC(=O)Nc1ccccc1F)C(C)(C)C (stereo not given),12,-20%,-1%,-36,-7%,11,?
CCNC(=S)NNc1nc(N2CCCCC2)nc(N2CCOCC2)n1,-3,-18%,-3%,33,68%[activator],10,2%
O=C(NCCCn1ccnc1)c1cccc(Cl)c1,-4,2%,-5%,16,0%,-4,0%
CC1CN(C(=O)Cc2ccc(-c3ccccc3)cc2)CC(C)O1 (stereo not given),-18,93%[activator],2%,-20,7%,18,-8%
CN(C)/C=C(\C=[N+](C)C)c1[nH]ncc1[N+](=O)[O-],-4,-10%,2%,-24,8%,-6,2%
COc1ccc(-c2cc(C(=O)NCCCn3ccnc3)no2)cc1,47,-15%,2%,?,0%,20*,-5%
Cn1c(NC(=O)Cc2ccc(F)cc2)cc(=O)n(C)c1=O,-15,-1%,4%,8,6%,-2,5%
COCCn1c(SCC(=O)N2CCCc3ccccc32)nnc1-c1ccco1,-4,-14%,2%,3,-1%,-3,-7%
O=C(O)CC1NCCc2ccccc21 (stereo not given),-1,-13%,0%,-8,9%,1,-3%
CCS(=O)(=O)Nc1cc(C(=O)O)ccc1C,-12,-18%,-2%,-14,1%,-4,?
CC(=O)NC(CC(=O)OCC(=O)c1ccc(NC(=O)CC(C)C)cc1)c1ccccc1 (stereo not given),/,-23%,/,9,9%[11.6 µM],/,1%
CCCc1cc(=O)[nH]c(SCc2ccc(C#N)cc2)n1,4,-17%,-15%,23,8%,-1,-3%
CCCc1ccc(S(=O)(=O)N/N=C\c2ccc3c(c2)OCO3)cc1,4,-30%,-7%,4,-9%,-3,3%
Cc1nc(N2CCC(C)CC2)c2c(C)c(C(=O)Nc3ccc(C)c(F)c3)sc2n1,-17,-18%,-2%,10,9%,-2,0%
CCOc1ccc(Cc2onc3c2C(=O)CC(C)(C)C3)cc1OCC,2,114%[activator],1%,25,-12%,7,7%
COc1ccc(NC(=O)NCc2ccc3c(c2)OCO3)cc1OC,17,-25%,-4%,-14,-14%,-2,?
CO[C@H]1C=CO[C@@]2(C)Oc3c(C)c(O)c4c(O)c(c5c(c4c3C2=O)NC2(CCN(CC(C)C)CC2)N=5)=NC(=O)C(C)=CC=C[C@H](C)[C@H](O)[C@@H](C)[C@@H](O)[C@@H](C)[C@H](OC(C)=O)[C@@H]1C,-1,220%[activator],-29%,/,/,6,-13%
CCOC(=O)c1c(C)[nH]c(C2=NNC(=Nc3ccccc3OC)SC2)c1C,42*,?,0%,48,28%,49*,-15%
CCOC(=O)c1c(C)nc2sc3c(=O)[nH]cnc3c2c1-c1ccc(OC)cc1,-3,-22%,19%,-26,-3%[2.32 µM],-2,-9%
